hIAP block: blocks human intestinal alkaline phosphatase; P09923; purified IAP, CDP-Star luminescence, 30 min; inhibition, % at 10 µM; 330,000 tested, 0.12% active; AID 2544;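 active = inhibition reaching a set limit with compound at 10 µM in the primary screen, cut at about 35% in these data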;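 also: plate controls were DMSO wells with enzyme for no effect and no-enzyme buffer wells for full effect; values of inactives mirror those of a sister screen read the other way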
Target sequence (P09923 whole entry, looked up): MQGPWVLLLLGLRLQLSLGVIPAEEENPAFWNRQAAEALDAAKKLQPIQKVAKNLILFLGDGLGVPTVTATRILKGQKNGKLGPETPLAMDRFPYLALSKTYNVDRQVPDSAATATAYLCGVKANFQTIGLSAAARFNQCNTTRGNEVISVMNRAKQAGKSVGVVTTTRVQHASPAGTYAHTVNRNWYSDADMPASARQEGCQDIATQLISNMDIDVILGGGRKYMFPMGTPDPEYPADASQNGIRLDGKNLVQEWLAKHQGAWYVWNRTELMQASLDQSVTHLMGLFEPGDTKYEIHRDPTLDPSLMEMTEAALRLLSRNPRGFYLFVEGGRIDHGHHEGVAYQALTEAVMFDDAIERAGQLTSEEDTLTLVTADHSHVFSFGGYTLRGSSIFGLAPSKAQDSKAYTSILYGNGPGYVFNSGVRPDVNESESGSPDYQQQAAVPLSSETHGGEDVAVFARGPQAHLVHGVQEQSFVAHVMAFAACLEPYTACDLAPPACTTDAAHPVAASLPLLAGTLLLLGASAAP
mIAP block: blocks mouse intestinal alkaline phosphatase; 330,000 tested, 0.2% active; AID 2806; inhibition, % at 10 µM; purified mouse IAP, CDP-Star luminescence, 30 min;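 active = inhibition of at least 40% at 10 µM in the primary screen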;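 also: plate controls were DMSO with enzyme for no effect and no enzyme wells for full effect; values of inactives mirror those of a sister screen read the other way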
A3A deaminase: blocks human APOBEC3A ssDNA deamination; AID 493011; recombinant A3A, FAM/TAMRA ssDNA deamination fluorescence; inhibition, % at 20 µM; 330,000 tested, 0.41% active;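 active = at least 40% inhibition at 20 µM here, with at most 30% in a related deaminase screen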;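 also: plate controls were A3A with DMSO for no effect and wells lacking A3A enzyme for full effect; some results filed as inactive read as strong as hits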
Target sequence (P31941 whole entry, looked up): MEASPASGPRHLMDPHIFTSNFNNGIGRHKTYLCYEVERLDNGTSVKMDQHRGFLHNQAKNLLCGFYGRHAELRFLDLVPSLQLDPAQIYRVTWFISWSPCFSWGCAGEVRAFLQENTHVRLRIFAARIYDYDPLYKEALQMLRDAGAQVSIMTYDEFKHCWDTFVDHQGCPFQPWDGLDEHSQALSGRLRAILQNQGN
hIAP activ: human IAP activation; 330,000 tested, 0.16% active; purified human IAP, CDP-Star luminescence, 30 min; stronger effect = higher value; 1 = vehicle-only enzyme, 0 = enzyme-free background; P09923; activation factor at 10 µM;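 active = activation factor of the enzyme at least 2-fold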; also: the source names both 10 and 20 µM as test concentration; values of inactives mirror those of a sister screen read the other way
MIN6 prolif: inducers of beta-cell replication in MIN6 cells | proliferation, % at 10 µM | AID 2380 | MIN6 cells proliferation, ATPlite luminescence, 48 h; cells starved in 0.2% serum; 100% = growth in 10% serum | 330,000 tested, 0.29% active;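 active = compounds whose signal lies at least 3.5 SD above the mean of all wells on their plate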;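 also: 0% = DMSO-treated cells in low-serum medium and 100% = 10% serum control; some compounds called inactive have numbers as strong as hits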
GRIN3A LBD mod: modulators (binders) of human NR3A ligand-binding domain | AID 1259313 | Tm shift relative to glycine control, % at 25 µM | NR3A LBD differential scanning fluorimetry, Tm shift; 0% = protein alone, 100% = glycine-bound protein | 340,000 tested, 2.5% active;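 active = melting temperature shift of at least 10% of the positive control shift, at one fixed dose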
APOBEC3G inh: blocks human APOBEC3G single-stranded DNA deamination; recombinant A3G, ssDNA deamination FAM/TAMRA fluorescence; inhibition, % at 20 µM; 330,000 tested, 0.28% active; AID 493012;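 active = inhibition of at least 40% at 20 µM, with no more than 30% in the related APOBEC3A deaminase screen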;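 also: plate controls were DMSO wells with A3G for no effect and wells lacking A3G enzyme for full effect; some compounds called inactive have numbers as strong as hits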
Target sequence (Q9HC16 whole entry, looked up): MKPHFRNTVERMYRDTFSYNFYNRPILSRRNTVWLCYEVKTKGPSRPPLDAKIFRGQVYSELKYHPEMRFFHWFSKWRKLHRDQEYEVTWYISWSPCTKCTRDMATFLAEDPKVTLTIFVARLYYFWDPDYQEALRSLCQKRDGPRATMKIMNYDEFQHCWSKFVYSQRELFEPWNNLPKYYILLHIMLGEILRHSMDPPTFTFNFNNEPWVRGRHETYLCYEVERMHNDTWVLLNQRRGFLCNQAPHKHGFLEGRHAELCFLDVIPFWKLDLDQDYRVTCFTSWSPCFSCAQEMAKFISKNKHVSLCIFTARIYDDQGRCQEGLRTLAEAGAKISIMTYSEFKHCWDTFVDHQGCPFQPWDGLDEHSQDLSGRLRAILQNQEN
mIAP activ: increases mouse intestinal alkaline phosphatase activity | muIAP, CDP-Star luminescence, 30 min; stronger effect = higher value; 1 = vehicle-only enzyme signal, 0 = enzyme-free wells | activation factor at 10 µM | 330,000 tested, 0.24% active | AID 2805;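 active = activation factor of at least 2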; also: the source names both 10 and 20 µM as test concentration; values of inactives mirror those of a sister screen read the other way
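System: mouse IAP enzyme. Reagent: CDP-Star chemiluminescent phosphatase substrate. Benchmarks: DMSO wells, no-enzyme wells. Times: 30 min enzyme-substrate-compound incubation at room temperature. Detection: luminescence from enzymatic CDP-Star hydrolysis. Doses: test compounds delivered from DMSO solution.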
MPTP inh: permeability transition pore inhibition; isolated mouse mitochondria, Ca2+ swelling absorbance, 30 min; inhibition, % at 10 µM; 360,000 tested, 1.4% active; AID 602449;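 active = inhibition of 50% or more, scaled per plate between neutral and stimulator controls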;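 also: 0% = DMSO wells given calcium and 100% = 1 mM EGTA wells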
* hit, by the source's call; / = not tested or not shown.

#	SMILES	hIAP block	mIAP block	A3A deaminase	hIAP activ	MIN6 prolif	GRIN3A LBD mod	APOBEC3G inh	mIAP activ	MPTP inh
1	O=C(c1ccc(F)cc1)N1CCCC(C(=O)N2CCc3ccccc3C2)C1 (stereo unspecified)	-1	-7	5	1	-1	-1	8	1.1	5.8
2	CC(C)n1cnnc1SCC(=O)NCC(=O)Nc1ccc(F)cc1	-7	-14	2	1.1	-6	1	-6	1.1	-1.5
3	COc1cc(-c2noc(C)c2C(=O)NCCCn2ccnc2)cc(OC)c1OC	2	-5	-3	0.98	3	0	-6	1.1	0.9
4	C#Cc1ccc(CN2CCC(C(=O)Nc3ccc(Oc4ccccc4)nc3)CC2)cc1	-33	-63	-4	1.3	-3	-3	-6	1.6	2.1
5	Cc1ccc(NS(=O)(=O)c2ccc(C)c(C(=O)N3CCOCC3)c2)cc1	7	-6	-1	0.93	-4	5	12	1.1	1.7
6	CCOc1cc(/C=C\c2nc(O)c([N+](=O)[O-])c(=O)[nH]2)ccc1OC(C)CC (stereo unspecified)	5	7	-5	0.95	1	4	-9	0.93	0.1
7	CCn1cc(CN(C)C(=O)/C=C/c2ccc([N+](=O)[O-])cc2)c(C)n1	-18	-3	0	1.2	0	10	0	1	0.1
8	O=C(c1ccccc1)c1c(O)cc(-c2ccccc2)oc1=O	-2	0	10	1	0	0	4	1	-0.1
9	CCN1C(=O)[C@H]2[C@H]3CN=C(SCc4ccccc4)N3[C@@](CC)(C(=O)OC)[C@H]2C1=O	/	3	0	/	/	0	5	0.97	-1.3
10	CC1CCCCC1NC(=O)C1CCN(S(=O)(=O)c2ccc(-n3cnnn3)cc2)CC1 (stereo unspecified)	-6	-7	-1	1.1	-3	0	-7	1.1	-1.4
11	COc1ccc(C2C(C(C)=O)=C(O)C(=O)N2CCc2c[nH]c3ccccc23)cc1 (stereo unspecified)	4	5	-3	0.96	2	0	-7	0.95	3.5
12	O=c1[nH]cccc1-c1nc2ccccc2[nH]1	-22	-1	-4	1.2	-3	0	-6	1	0.3
13	CCOc1cc(N2CCOCC2)c(OCC)cc1NC(=O)c1cc(S(=O)(=O)N2CCOCC2)ccc1C	-2	-2	5	1	-1	0	10	1	-0.5
14	CCOc1cc(NC(=O)c2cccs2)c(OCC)cc1NC(=O)c1cccnc1	-2	0	5	1	-2	0	-6	1	0.0
15	Clc1cccc(N2CCN(Cc3ccc(Br)o3)CC2)c1	20	4	-3	0.81	0	5	-6	0.96	-0.9

2 entries drawn at random from those above, as already listed:
#	SMILES	hIAP block	mIAP block	A3A deaminase	hIAP activ	MIN6 prolif	GRIN3A LBD mod	APOBEC3G inh	mIAP activ	MPTP inh
8	O=C(c1ccccc1)c1c(O)cc(-c2ccccc2)oc1=O	-2	0	10	1	0	0	4	1	-0.1
5	Cc1ccc(NS(=O)(=O)c2ccc(C)c(C(=O)N3CCOCC3)c2)cc1	7	-6	-1	0.93	-4	5	12	1.1	1.7

Additional results:
#	SMILES	hIAP block	mIAP block	A3A deaminase	hIAP activ	MIN6 prolif	GRIN3A LBD mod	APOBEC3G inh	mIAP activ	MPTP inh
16	O=C(N/N=C/c1cc(Br)cs1)c1ccccc1[N+](=O)[O-]	-31	-2	-6	1.3	-1	2	-5	1	4.1
17	COc1ccc(C2Nc3ccccc3C(=O)N2Cc2ccccc2)cc1 (stereo unspecified)	-4	-3	-9	1	-2	0	-10	1	0.2
18	Cc1cccc(C)c1NC(=O)CNC(=O)c1c(C)nn(-c2ccccc2)c1Cl	0	1	-3	0.99	-4	0	-4	0.99	-0.5
19	CC(C)Cn1c(SCC(=O)NCc2ccco2)nnc1-c1ccncc1	6	4	-1	0.94	-3	1	-3	0.96	0.9
20	COc1cccc(CN(C)C(=O)CNC(=O)c2cccs2)c1OC	10	11	1	0.9	-2	-1	-6	0.89	-0.8
21	CC1(C)CC(=O)C([N+](=O)[O-])=C(NCCCC(=O)O)C1	16	0	-3	0.84	0	-1	-10	1	-1.3
22	COc1ccc(S(=O)(=O)N2CCOCC2)cc1NC(=O)C1CCCN1C(=O)c1cccs1 (stereo unspecified)	-2	1	2	1	-3	0	-3	0.99	0.2
23	O=C(Nc1cccc(S(=O)(=O)N2CCCCC2)c1)C1CC(=O)N(Cc2ccccc2)C1 (stereo unspecified)	7	-17	-4	0.93	-5	0	-9	1.2	0.8
24	CCCCNCCOc1ccccc1-c1ccccc1	1	1	1	0.99	-3	-6	1	0.99	3.1
25	Cc1ccc(C)c(NC(=S)NC(=O)c2cncc(Br)c2)c1	12	12	-1	0.88	-3	0	-3	0.88	-1.4
26	Cc1cccc(N2CCN(CC3CCCCC3)CC2)c1C	4	0	-3	0.96	-2	2	-7	1	0.1
27	CC1=NN(S(=O)(=O)c2ccc(F)cc2)C(=O)c2ccccc2O1	4	16	0	0.96	-1	-1	-2	0.84	-1.4
28	C=CCn1c(-c2cccnc2Cl)nc2ccccc21	-4	-4	0	1	-2	-4	-6	1	2.9
29	O=C(COc1ccccc1Cl)N1CCCCCCC1	-6	-2	-5	1.1	-5	2	-4	1	-2.1
30	Cc1csc(NC(=O)CSC2=NS(=O)(=O)c3ccccc3N2)n1	12	2	-3	0.88	1	1	-7	0.98	-2.9
31	CC(C)CC(=O)NCCNC(=O)c1cc(OCC(F)(F)F)ccc1OCC(F)(F)F	-4	0	3	1	1	/	-1	1	0.0
32	Cn1c(-c2cccc([N+](=O)[O-])c2)cnc1NCc1cccc([N+](=O)[O-])c1	8	8	2	0.92	-3	0	0	0.92	0.3
33	COc1ccc(CNC(=O)CSc2nc3[nH]ncc3c(=O)n2-c2ccccc2Br)cc1	-30	10	0	1.3	-3	/	-5	0.9	/
34	Cc1cccc(CC2CC(=O)N(c3ccc(C)cc3Br)C2=O)c1 (stereo unspecified)	26	3	-4	0.73	-3	1	0	0.97	0.4
35	CC(=O)N1CCN(c2ccccc2NC(=O)c2ccc(C#N)cc2F)CC1	0	-2	-2	1	2	0	-7	1	-0.6
36	O=C(O)CCC(=O)N1CCN(S(=O)(=O)c2cccs2)CC1	-7	-5	-3	1.1	-1	-1	-4	1	-0.4
37	CCN(Cc1ccccc1)S(=O)(=O)c1c(C)[nH]c(C)c1C(=O)N1CCCC1	-16	-6	-6	1.2	-2	0	-5	1.1	-2.6
38	CC(C)OCCCNC(=O)CN1CCN(Cc2ccccc2Cl)C1=O	14	-8	-9	0.86	-2	-2	-6	1.1	-0.8
39	O=C(Nc1nc2ccccc2[nH]1)c1cccc([N+](=O)[O-])c1	-50	15	1	1.5	-3	1	-3	0.85	0.0
40	CCOC(=O)c1ccc(NC(=O)CSc2nnc(CNC(=O)c3ccco3)o2)cc1	7	-1	-1	0.93	-2	-1	0	1	1.8
41	CCN1CCc2c(OCC(=O)Nc3ccc4c(c3)OCCO4)cccc2C1=O	-15	-20	-7	1.2	-5	/	0	1.2	/
42	O=S(=O)(Nc1ccc(S(=O)(=O)Nc2ncccn2)cc1)c1ccccc1	8	-1	-3	0.92	-2	-1	-6	1	-0.1
43	Cc1ccccc1C(=O)c1cccn1CC(=O)NCCCN1CC(C)CC(C)C1 (stereo unspecified)	-4	1	2	1	-2	-1	8	0.99	2.1
44	COc1ccccc1NC(=O)Nc1nc(CC(=O)Nc2ccc(OC)c(OC)c2)cs1	-2	-17	-2	1	0	17*	-11	1.2	-0.7
45	O=C(Nc1nc(-c2ccccc2)c(C(=O)c2ccccc2)s1)c1ccc(S(=O)(=O)N2CCCC2)cc1	-5	8	-1	1.1	0	14*	-4	0.92	17
46	CN1C2CCC1CC(NC(=O)c1cccc(C(F)(F)F)c1)C2 (stereo unspecified)	11	9	-3	0.89	-1	1	-11	0.91	0.8
47	O=C(CSc1ccncc1)Nc1ccc2ccccc2c1	11	-8	1	0.89	-2	-20	-7	1.1	-0.2
48	CCCCNC(=O)CN1C(=O)NC(Cc2ccccc2)(Cc2ccccc2)C1=O	-3	-11	-1	1	1	2	-7	1.1	-1.6
49	Cc1[nH]c(=O)[nH]c(=O)c1/C=C/C(=O)O	14	8	4	0.86	-1	-1	-2	0.92	0.1
50	CC1(C)CCC(=O)C=C1Nc1ccc(F)c(Cl)c1	-16	4	3	1.2	-4	-1	2	0.96	2.8
51	Cn1c(/C=C/c2cccc(Br)c2)nc2ccccc2c1=O	8	-2	1	0.92	-2	-3	-6	1	0.8
52	CC(C)NC(=O)c1onc(CSc2ccc(F)c(F)c2)c1C(=O)NC(C)C	-2	-10	2	1	-4	1	17	1.1	-1.9
53	CCCNC(=O)COC(=O)c1c2c(nc3ccccc13)CCC2	-3	14	16	1	-5	-1	1	0.86	-0.2
54	CC(NC(=O)CNC(=O)C(Cc1ccccc1)NC(=O)OCc1ccccc1)C(N)=O (stereo unspecified)	9	-10	4	0.91	0	-1	-12	1.1	-1.4
55	Cc1ccc(C)c(OCC(=O)Nc2ccc(S(=O)(=O)Nc3ncccn3)cc2)c1	-25	0	-6	1.3	-1	-1	-3	1	-2.3
56	Cc1cc(C(=O)N2CC=C(c3ccccc3)CC2)c2ccccc2n1	7	2	1	0.93	-4	-2	-5	0.98	3.3
57	CCc1cccc2c1NC(=O)[C@]21[C@@H]2C(=O)N(Cc3ccccc3)C(=O)[C@@H]2[C@@H]2CCCN21	-24	9	-4	1.2	-3	-1	-5	0.91	2.0
58	C#CCN(CC=C)C(=O)C1CCC(=O)N(CCCc2ccccc2)C1 (stereo unspecified)	-4	-2	-6	1	-2	-1	-5	1	-0.4
59	CCOc1ccc(NC(=O)N(Cc2ccc(C)cc2)Cc2ccccn2)cc1	3	7	-2	0.97	1	0	-1	0.93	-0.1
60	Cc1nc(SCC(=O)N2CCOCC2)c2c(=O)n(C)c(=O)n(CC(C)C)c2n1	-4	-4	-6	1	-2	-1	-5	1	-0.1
61	Cc1cc(F)ccc1NCC(=O)Nc1ccccc1Br	-5	-3	-1	1	0	3	-7	1	1.0
62	Cc1cccc(NC(=O)Cn2nc([N+](=O)[O-])c(Br)c2C)n1	14	6	4	0.86	3	0	0	0.94	0.4
63	NNC(=O)/C(=C\c1cccs1)NC(=O)c1ccccc1	13	-1	-1	0.87	0	-1	8	1	-2.3
64	O=C(CCCn1c(=S)[nH]c2cc3c(cc2c1=O)OCO3)N1CCc2ccccc2C1	-3	7	-2	1	-2	-3	-2	0.93	2.4
65	CCOC(=O)CSc1nnc(NC(=O)c2cc([N+](=O)[O-])cc([N+](=O)[O-])c2)s1	-3	12	-1	1	-5	5	-2	0.88	32
66	O=C(NCCOC(=O)c1cccs1)c1cccnc1	-2	1	0	1	-1	-1	-4	0.99	2.6
67	COC(=O)C1=C(C)N(CCCC(=O)O)C(=O)NC1c1ccc2c(c1)OCO2 (stereo unspecified)	-1	6	-4	1	-1	-1	-9	0.94	-1.3
68	COc1ccccc1CNC(=O)CN1CCN(c2ccc(C(C)=O)cc2)CC1	-11	-5	4	1.1	-1	-1	-5	1	-1.9
69	COc1ccc(CNC(=O)c2sc3nc4c(c(C(F)(F)F)c3c2N)CCC4)cc1OC	7	10	1	0.93	0	-9	-2	0.9	5.7
70	CC(=O)c1sc(-c2ccccc2)nc1C	7	5	7	0.93	-2	-1	-2	0.95	-0.2
71	O=C(CCNC(=O)c1ccccc1)OCC(=O)c1cccc(Cl)c1	-1	-21	-5	1	-3	2	-6	1.2	-2.5
72	CCCCc1cc(=O)oc2cc(OCC(=O)N(CC)CC)ccc12	0	-2	0	1	0	2	-4	1	1.8
73	COCCNC(=S)N/N=C/c1c(C)[nH]c2ccccc12	-7	2	-2	1.1	-3	-4	-4	0.98	-0.7

Screens (PubChem)
